Assay outcomes as filed in PubChem.
m-calpain inh: inhibitors of pig calpain II | inhibition, % at 16 µM | purified calpain II, fluorogenic peptide substrate, 30 min | 220,000 tested, 0.37% active;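 active means inhibition above about 50%, limit read from the data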
Furin inh: inhibitors of human furin; P09958; purified furin, fluorogenic substrate cleavage; inhibition, % at 30 µM; 220,000 tested, 0.061% active; in the data active means inhibition above about 25%; further: inactives centre near -15
TbHK1 inh: T. brucei hexokinase 1 inhibition; recombinant TbHK1, G6PDH-coupled NADH A340; inhibition, % at 10 µM; 220,000 tested, 0.11% active;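 active means inhibition of 50% or more in the single-dose primary screen; inactive means inhibition below 50%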
Runt-CBFb FRET: Runt domain-CBFb interaction inhibition. Cerulean-Runt/Venus-CBFb FRET ratio 530/480, 1 h. inhibition, % at 20 µM. 220,000 tested, 0.46% active;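 active means inhibition over about 50% at 20 µM in the single-dose screen, limit read from the data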;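 further: 0% = DMSO wells and 100% = excess unlabeled CBFb competitor control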
Target sequence (Q01196 whole entry, looked up, the tested form may be a part): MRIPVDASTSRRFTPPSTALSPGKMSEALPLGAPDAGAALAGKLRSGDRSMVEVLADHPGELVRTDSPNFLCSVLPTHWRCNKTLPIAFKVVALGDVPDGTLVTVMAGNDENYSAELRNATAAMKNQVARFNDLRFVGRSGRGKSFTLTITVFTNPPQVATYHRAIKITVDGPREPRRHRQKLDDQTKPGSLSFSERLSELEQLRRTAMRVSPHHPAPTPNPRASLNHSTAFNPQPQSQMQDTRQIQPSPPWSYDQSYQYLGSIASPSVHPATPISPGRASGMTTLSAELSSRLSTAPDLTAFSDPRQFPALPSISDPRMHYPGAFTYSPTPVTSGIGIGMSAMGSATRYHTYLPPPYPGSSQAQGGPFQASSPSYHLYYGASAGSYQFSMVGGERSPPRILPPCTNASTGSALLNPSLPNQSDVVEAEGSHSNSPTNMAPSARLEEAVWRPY
Target sequence (Q13951 whole entry, looked up, the tested form may be a part): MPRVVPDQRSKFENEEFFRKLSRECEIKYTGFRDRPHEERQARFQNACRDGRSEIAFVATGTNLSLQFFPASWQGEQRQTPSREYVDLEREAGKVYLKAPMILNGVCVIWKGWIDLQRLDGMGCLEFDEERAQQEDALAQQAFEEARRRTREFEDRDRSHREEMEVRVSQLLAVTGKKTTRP
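test system = Cerulean-tagged RUNX1 Runt domain (FRET donor) fusion protein | reagent = Venus-CBFb binding partner, 100 nM | incubation = protein complex preformed 1 h, compound exposure 1 h, room temperature, dark | detection = FRET fluorescence | read-out basis = loss of energy transfer signal | controls = 5 µM unlabeled CBFb as full-inhibition high control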
EBV gp42 inh: blocks Epstein-Barr virus glycoprotein 42 binding; inhibition, % (tested at 21.74 µM); Q1HVG2; 220,000 tested, 0.42% active; Fluorescence polarization binding assay, mP read-out; in the data active means inhibition above about 50%
Target sequence (Q1HVG2 whole entry, looked up): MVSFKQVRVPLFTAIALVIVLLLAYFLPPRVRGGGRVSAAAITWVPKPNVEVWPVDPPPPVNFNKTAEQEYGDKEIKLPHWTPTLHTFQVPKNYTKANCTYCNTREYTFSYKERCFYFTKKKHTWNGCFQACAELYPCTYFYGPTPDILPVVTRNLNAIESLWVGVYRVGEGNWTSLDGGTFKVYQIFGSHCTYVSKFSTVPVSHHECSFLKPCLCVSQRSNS
p97 inhibitor: human p97 ATPase inhibition; P55072; recombinant p97 ATPase, Kinase-Glo ATP luminescence, 3 h; inhibition, % at 8 µM; 220,000 tested, 0.42% active; AID 1481; in the data active means inhibition above about 15%;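 further: 0% = DMSO vehicle and 100% = wells lacking enzyme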
RBBP9 inh: blocks human serine hydrolase RBBP9 | inhibition, % at 7.94 µM | O75884 | recombinant RBBP9, FP-Rh probe fluorescence polarization | 220,000 tested, 0.2% active;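 active means inhibition above the campaign mean of all tested compounds plus 3 SD, cut at about 14% in these data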;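 further: plate controls were DMSO wells with RBBP9 for no effect and wells lacking RBBP9 protein for full effect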
Target sequence (O75884 whole entry, looked up): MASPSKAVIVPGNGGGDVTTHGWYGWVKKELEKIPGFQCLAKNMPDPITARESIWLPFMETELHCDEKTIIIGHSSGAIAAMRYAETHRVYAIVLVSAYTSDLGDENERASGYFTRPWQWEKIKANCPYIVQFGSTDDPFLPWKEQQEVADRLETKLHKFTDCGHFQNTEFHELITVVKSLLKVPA
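Assay system: recombinant human RBBP9; Reagent: Serine-hydrolase probe FP-Rh, 375 nM pre-mixing; Doses: 7.94 µM single dose, 0.794% DMSO; Incubation: 30 min then 45 min, 25 °C; Detection: fluorescence polarization (mP), excitation 525 nm, emission 598 nm; Evaluation: percent inhibition from mP, scaled between DMSO and no-protein wells.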
NCF1 inh: blocks human p47phox regulatory protein of NADPH oxidases | p47phox/p22phox peptide binding, fluorescence polarization, 2 h | inhibition, % at 24.7 µM | 220,000 tested, 0.53% active | AID 1274 | P14598;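 active means inhibition above about 30%, limit read from the data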;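 further: 0% = p47phox with labelled peptide and 100% = labelled peptide alone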
Runt-SMMHC FRET: inhibitors of human RUNX1 Runt domain binding to CBFb-SMMHC | Q01196+Q13951 | Cerulean-Runt/Venus-CBFb-SMMHC FRET ratio 530/480, 1 h | inhibition, % at 20 µM | 220,000 tested, 0.74% active | AID 1434;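 active means mean inhibition across duplicate retests at 20 µM reaching about 50%, limit read from the data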;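 further: 0% = DMSO wells and 100% = wells with excess untagged CBFb-SMMHC; inhibitors lower the FRET ratio by blocking Runt binding to CBFb-SMMHC; some results filed as inactive read as strong as hits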
Starred values were filed as active, the others as inactive; x = not tested or not shown; [ ] = remark or other dose.

Sample of the layout:
no.	Molecule	m-calpain inh	Furin inh	TbHK1 inh	Runt-CBFb FRET	EBV gp42 inh	p97 inhibitor	RBBP9 inh	NCF1 inh	Runt-SMMHC FRET
1	C#CCN1C(=O)C(O)(CC(=O)/C=C/c2ccco2)c2ccccc21 (centres undefined)	4.7	-16.5	-34.9	5.2	-1.8	-1.4	2.3	-6.5	-2.5
2	CC1Cc2ccccc2N1C(=O)CSc1nnc2sc3ccccc3n12 (centres undefined)	-8.3	-17.8[20 µM]	-3.3	1.4	0.8	4.0	-6.5	-2.0	6.5
3	CC(=O)Nc1cc2c(cc1NC(=O)Cn1nnc(-c3ccc(C)o3)n1)OCCO2	17.2	-11.9	-0.3	1.3	0.3	-6.1	-1.7	-7.8	0.6
4	O=C(N=Nc1c(O)n(C2OC(=O)c3ccccc32)c2ccccc12)c1ccc(O)cc1 (centres undefined)	-17.6	-16.8[20 µM]	-15.1	-12.5	-1.0	-1.9	-5.9	-0.3	-20.8
5	CC(=O)Nc1cccc(NC(=O)Nc2ccc(F)cc2F)c1	5.6	-21.0	-3.6	1.7	1.4	4.2	-6.5	-0.5	-1.7
6	CN(Cc1ccc(OCC(O)CN2CCCCC2)cc1)Cc1ccnc2ccccc12 (centres undefined)	7.2	-28.3	0.5	-0.4	-0.5	0.0	0.1	-11.3	2.7
7	OC1CCN(c2ncnc3c2nnn3Cc2c(F)cccc2Cl)CC1	-61.0	-4.8	1.2	0.9	3.0	2.0	-8.2	-0.9	-1.3
8	Cc1[nH]ncc1N=Cc1ccc([N+](=O)[O-])cc1	-25.5	-27.8	-1.8	-0.5	18.8	4.3	7.8	-4.7	-4.0
9	Cc1ccc(N2N=C(c3ccc(Br)cc3)CCC2=O)cc1	-5.5	-3.1	-2.4	-1.8	-10.4	-6.8	-4.2	-20.2	-2.5
10	CCc1ccc(NC(=O)CS(=O)CC(=O)NCCCc2ccccc2)cc1 (centres undefined)	14.4	-12.1[20 µM]	1.9	-2.9	4.0	2.1	-1.9	10.5	0.9
11	COCCNC(=O)COc1cc(=O)n(C)c2ccccc12	-22.1	-25.2	-3.6	1.3	-15.4	2.9	-11.9	4.3	0.5

Main list, previewed entries included:
no.	Molecule	m-calpain inh	Furin inh	TbHK1 inh	Runt-CBFb FRET	EBV gp42 inh	p97 inhibitor	RBBP9 inh	NCF1 inh	Runt-SMMHC FRET
1	C#CCN1C(=O)C(O)(CC(=O)/C=C/c2ccco2)c2ccccc21 (centres undefined)	4.7	-16.5	-34.9	5.2	-1.8	-1.4	2.3	-6.5	-2.5
2	CC1Cc2ccccc2N1C(=O)CSc1nnc2sc3ccccc3n12 (centres undefined)	-8.3	-17.8[20 µM]	-3.3	1.4	0.8	4.0	-6.5	-2.0	6.5
3	CC(=O)Nc1cc2c(cc1NC(=O)Cn1nnc(-c3ccc(C)o3)n1)OCCO2	17.2	-11.9	-0.3	1.3	0.3	-6.1	-1.7	-7.8	0.6
4	O=C(N=Nc1c(O)n(C2OC(=O)c3ccccc32)c2ccccc12)c1ccc(O)cc1 (centres undefined)	-17.6	-16.8[20 µM]	-15.1	-12.5	-1.0	-1.9	-5.9	-0.3	-20.8
5	CC(=O)Nc1cccc(NC(=O)Nc2ccc(F)cc2F)c1	5.6	-21.0	-3.6	1.7	1.4	4.2	-6.5	-0.5	-1.7
6	CN(Cc1ccc(OCC(O)CN2CCCCC2)cc1)Cc1ccnc2ccccc12 (centres undefined)	7.2	-28.3	0.5	-0.4	-0.5	0.0	0.1	-11.3	2.7
7	OC1CCN(c2ncnc3c2nnn3Cc2c(F)cccc2Cl)CC1	-61.0	-4.8	1.2	0.9	3.0	2.0	-8.2	-0.9	-1.3
8	Cc1[nH]ncc1N=Cc1ccc([N+](=O)[O-])cc1	-25.5	-27.8	-1.8	-0.5	18.8	4.3	7.8	-4.7	-4.0
9	Cc1ccc(N2N=C(c3ccc(Br)cc3)CCC2=O)cc1	-5.5	-3.1	-2.4	-1.8	-10.4	-6.8	-4.2	-20.2	-2.5
10	CCc1ccc(NC(=O)CS(=O)CC(=O)NCCCc2ccccc2)cc1 (centres undefined)	14.4	-12.1[20 µM]	1.9	-2.9	4.0	2.1	-1.9	10.5	0.9
11	COCCNC(=O)COc1cc(=O)n(C)c2ccccc12	-22.1	-25.2	-3.6	1.3	-15.4	2.9	-11.9	4.3	0.5
12	Cc1cc(SC(C)C(=O)Nc2ncc(Cl)cc2Cl)nc2ccccc12 (centres undefined)	-5.1	-14.0	-0.4	0.3	0.5	-4.6	-7.5	-9.1	3.6
13	COCCSc1nc2c(c(=O)[nH]c(=O)n2C)n1Cc1cccc(C)c1	25.5	-20.5	-2.4	-2.3	-31.3	2.1	1.6	-5.0	-0.6
14	COC(=O)c1ccccc1NC(=O)CN(C)Cc1ccccc1	-7.7	-27.4	2.4	-2.5	-1.2	-0.9	-2.7	-2.5	0.8
15	O=C(CSc1nnc(-c2ccccc2F)n1C1CC1)Nc1cccnc1Cl	-1.0	-13.6	1.1	-0.1	-1.6	0.9	-7.5	-1.2	-7.1
16	CN(C)c1nc2n(c(=O)n1)C(C#N)CS2 (centres undefined)	5.8	-1.1[20 µM]	3.4	-0.3	-21.7	-2.4	-5.9	-2.0	-4.4

Results in RBBP9 inh, Furin inh and TbHK1 inh, for 2 of the compounds above:
| item | mol | RBBP9 inh | Furin inh | TbHK1 inh |
| --- | --- | --- | --- | --- |
| 9 | Cc1ccc(N2N=C(c3ccc(Br)cc3)CCC2=O)cc1 | -4.2 | -3.1 | -2.4 |
| 11 | COCCNC(=O)COc1cc(=O)n(C)c2ccccc12 | -11.9 | -25.2 | -3.6 |

(list continues)
no.	Molecule	m-calpain inh	Furin inh	TbHK1 inh	Runt-CBFb FRET	EBV gp42 inh	p97 inhibitor	RBBP9 inh	NCF1 inh	Runt-SMMHC FRET
17	Cc1cc(Nc2ccc([N+](=O)[O-])cc2)nc2ccccc12	20.2	-22.0	2.9	-7.3	-6.4	2.4	-7.5	-9.1	-15.0
18	CC(=O)N1CCCc2cc(S(=O)(=O)N(CC(C)C)CC(C)C)ccc21	-18.7	-15.4	-4.3	-5.7	48.5	4.7	-0.7	-4.5	-2.9
19	Cc1cc2c(cc1C)CSC(c1ccc(O)cc1)SC2	7.2	-2.4[20 µM]	-11.3	-2.8	-3.2	-0.5	-4.8	-1.8	-3.9
20	COc1ccc(/C=C/C(=O)NCC(c2ccc(F)cc2)N2CCOCC2)cc1OC (centres undefined)	-13.2	-7.1	-21.9	0.4	-7.3	-9.4	1.4	1.9	-0.8
21	Cn1c(=O)c2c(nc(-n3ccnc3)n2Cc2ccc(Cl)cc2Cl)n(C)c1=O	2.9	-13.1	-3.0	-0.5	-8.8	3.3	1.8	-4.9	0.6
22	O/N=C/c1ccc2ccccc2c1	-10.1	-27.7	4.0	1.8	-8.1	8.4	-2.9	5.5	-2.0
23	CCCNC(=O)c1nn2cc(Br)cnc2c1Br	-23.4	-11.3	-3.9	0.2	-1.5	-1.3	8.7	-2.1	-1.2
24	CCOC(=O)Nc1ccc2c(c1)ncn2C1CCCCC1	6.6	-15.4[20 µM]	-2.7	0.9	-4.6	5.1	-9.2	0.0	3.6
25	NS(=O)(=O)c1cc2c(cc1Cl)NC(Cc1ccccc1)NS2(=O)=O (centres undefined)	11.8	-9.5	-8.1	1.8	-0.2	9.4	3.5	9.3	-8.3
26	Cc1cc(C)n2cc(-c3ccc(Cl)cc3)c(C(=O)O)c2n1	-46.6	-29.6	-7.3	2.2	-9.8	3.2	-2.4	-14.6	2.8
27	Cc1nccn1CC(=O)N/N=C/c1ccc(O)c(O)c1	-18.2	-15.9	-26.4	20.4	-12.4	5.3	-1.6	-8.5	7.6
28	Cc1noc(C)c1COc1cccc(C(=O)Nc2ccc3c(c2)OCO3)c1	-17.2	-12.0	-3.4	-1.3	6.3	3.3	-4.5	-9.9	-1.4
29	CCCS(=O)(=O)c1nc(S(=O)(=O)c2ccc(C)cc2)c(NCCCN2CCOCC2)s1	21.9	-23.6	-9.1	-2.1	-2.4	-0.9	-5.4	4.0	1.1
30	Cc1ccc(S(=O)(=O)N2CCC(c3nc4c(nnn4Cc4ccccc4)c(=O)[nH]3)CC2)cc1	-54.0	-12.6	-2.7	-4.6	0.4	3.2	-9.7	0.1	2.1
31	O=C(CN1CC[n+]2c(-c3cccs3)csc21)c1ccc(Br)cc1	10.4	-16.1	-17.1	2.9	-5.8	4.1	-1.8	1.4	0.7
32	CS(=O)(=O)c1cccc(C(=O)Oc2ccccc2)c1	8.8	-21.1	-1.9	-2.8	-2.1	5.2	1.0	-2.2	-0.5
33	CCOC(=O)c1ccc(N2C(=O)c3n[nH]c(C)c3C2c2ccccc2)cc1 (centres undefined)	3.2	-12.6	24.8	-1.3	0.6	-1.8	-3.4	-11.5	0.9
34	COc1ccc(-c2nn(C)c(=O)c3ccccc23)cc1CNC(=O)NC1CCCCC1	-170.8	-13.0	-1.8	-1.7	-1.6	0.8	-4.6	29.3	0.7
35	COC(=O)c1sc(NC(=O)CSc2nc3cccnc3n2C2CCCCC2)nc1C	-28.4	-12.3	-12.9	-1.1	-4.3	-3.6	4.1	6.8	-1.4
36	O=C(O)c1ccc(/C=N/N2CCN(Cc3ccc(Cl)cc3)CC2)cc1	10.8	-22.8	-11.5	x	-5.5	-0.6	-2.4	5.4	x
37	COc1ccc(NC(=O)c2ccco2)cc1NC(=O)c1ccco1	15.5	-12.8	-4.3	0.1	-7.7	2.9	-0.4	-0.7	2.6
38	CCCCN(CCCC)CCn1cnc2c([nH]c3ccc(OC)cc32)c1=O	-81.3	-32.3	-7.7	-1.2	-15.5	0.7	-2.0	-4.3	0.3
39	O=C(NC(=S)NNC(=O)c1ccccc1O)c1cccnc1	-6.4	-11.4	-3.1	7.5	-3.6	0.9	-3.8	-5.8	0.5
40	COc1ccc(Br)cc1/C=N/NC(=O)CNC(=O)/C=C/c1ccccc1	-35.2	-6.0[20 µM]	-6.7	0.8	1.1	-0.4	-12.3	-3.1	-0.5
41	O=C(COC(=O)c1cccnc1Cl)Nc1nc(-c2ccccc2)cs1	37.8	-8.4	0.4	1.8	-0.2	-0.5	-6.4	-19.0	0.9
42	COc1cccc(-c2cnc(OC(C)(C)C)nc2OC(C)(C)C)c1	-14.5	-19.6[20 µM]	-6.7	-3.1	-16.9	3.6	6.4	-16.8	0.2
43	Cc1ccc(NC(=O)C2CC(=O)n3ncnc3N2)cc1C (centres undefined)	26.7	-6.6	5.2	3.1	-5.2	2.3	-9.3	2.2	2.8
44	CCOc1ccc(Nc2nc(Cc3nnc(SCC(N)=O)o3)cs2)cc1	-5.7	-21.5	0.2	3.0	-11.6	-2.3	-2.2	-15.2	3.1
45	COc1ccc(NC(=O)C2CCC(CNc3c(N4CCC(C)CC4)c(=O)c3=O)CC2)cc1OC (centres undefined)	-30.2	-36.9	-10.5	3.8	-16.0	14.2	-1.2	4.2	-1.6
46	COc1ccc(CN(C)CC(=O)Nc2ccccc2-c2ccccc2)c(OC)c1	25.4	-31.4	4.2	-1.9	4.5	2.4	-5.8	-1.9	-3.0
47	Cc1sc(NC(=O)CN(CCc2ccccc2)C(=O)C2CC2)c(C(N)=O)c1C	27.2	-13.8	-1.0	-0.5	-16.7	1.1	-1.1	-5.7	0.4
